Assay outcomes deposited in PubChem BioAssay by Broad Institute.
RAD52 inh – blocks human RAD52 DNA annealing; recombinant RAD52 DNA annealing, FRET fluorescence; AID 651710; P43351; 0.46% of 360,000 active; inhibition, % at 18.7 µM;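 active = every replicate showing at least 50% inhibition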
Target sequence (P43351 whole entry, looked up): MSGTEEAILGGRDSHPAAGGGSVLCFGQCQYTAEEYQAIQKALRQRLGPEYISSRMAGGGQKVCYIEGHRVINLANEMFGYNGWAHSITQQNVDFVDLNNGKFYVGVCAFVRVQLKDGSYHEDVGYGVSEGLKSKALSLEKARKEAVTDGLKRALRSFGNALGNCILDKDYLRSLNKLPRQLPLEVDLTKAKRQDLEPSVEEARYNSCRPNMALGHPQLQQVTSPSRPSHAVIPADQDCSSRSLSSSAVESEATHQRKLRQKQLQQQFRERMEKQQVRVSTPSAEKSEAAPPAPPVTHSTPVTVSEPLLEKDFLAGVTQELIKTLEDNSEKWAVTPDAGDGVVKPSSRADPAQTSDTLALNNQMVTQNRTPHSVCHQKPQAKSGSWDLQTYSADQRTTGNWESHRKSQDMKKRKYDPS
ARNT-TACC3 inh – disruptors of human ARNT/TACC3 interaction | Q9Y6A5 | AlphaScreen His-ARNT PAS-B/GST-TACC3 binding, luminescence; TACC3 fragment carries E629A point mutation | inhibition, % at 9.99 µM | 0.66% of 390,000 active | AID 623870;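 active = mean inhibition of replicates at least 50% and at least half of replicates each reaching 50%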;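 note: 0% = complete ARNT plus TACC3 wells and 100% = ARNT alone without TACC3; many hits fall short of the cut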
CASP6 VEID inh – caspase-6 (human) enzyme inhibition; 0.53% of 350,000 active; purified caspase-6, Z-VEID-R110 cleavage fluorescence; inhibition, % at 12.5 µM; AID 686996;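 active = mean inhibition across replicates at least about 35%, with every replicate also reaching that limit, limit read from the data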;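 note: 0% = median of neutral control wells and 100% = no fluorescence left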
PglD inh – inhibitors of Campylobacter jejuni PglD acetyltransferase; purified PglD enzyme, DTNB colorimetric CoA detection; inhibition, % at 12.5 µM; 0.098% of 360,000 active; in the data active = inhibition above about 16%, passing the limit was not always enough; note: strong numbers were not always called active
ERp5 block – inhibitors of human ERp5; Q15084; ERp5 insulin aggregation, absorbance 650 nm, 90 min; inhibition, % at 9.99 µM; 0.05% of 350,000 active; AID 651711;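 active = mean replicate inhibition above about 25%, with every replicate also reaching it, limit read from the data, passing the limit was not always enough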
Target sequence (Q15084 whole entry, looked up): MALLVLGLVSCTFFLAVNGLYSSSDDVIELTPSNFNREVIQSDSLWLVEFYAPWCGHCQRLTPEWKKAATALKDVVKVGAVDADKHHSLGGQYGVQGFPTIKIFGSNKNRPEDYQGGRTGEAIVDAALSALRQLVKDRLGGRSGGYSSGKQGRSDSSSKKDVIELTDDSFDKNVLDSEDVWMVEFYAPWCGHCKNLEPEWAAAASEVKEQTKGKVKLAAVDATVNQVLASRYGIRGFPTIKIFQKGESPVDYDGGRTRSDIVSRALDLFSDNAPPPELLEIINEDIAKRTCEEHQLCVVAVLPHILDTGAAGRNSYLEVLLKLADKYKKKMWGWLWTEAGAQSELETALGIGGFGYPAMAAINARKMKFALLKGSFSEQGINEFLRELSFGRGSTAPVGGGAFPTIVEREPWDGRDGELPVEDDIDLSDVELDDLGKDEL
RAD54 branch – RAD54 (human) branch migration inhibition; AID 602329; 0.14% of 360,000 active; RAD54 Holliday junction branch migration, FAM/BHQ fluorescence; inhibition, % at 10.4 µM;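 active = mean normalized replicate activity at least 40 and at least half of replicates scoring 40 or more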;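 note: 0% = median of neutral control wells and 100% = median of positive control wells; inhibitors cause a drop in the FAM fluorescence signal; in these data hits start at about 50%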
E-sel inducer – induces E-selectin expression in human endothelial cells | P16581 | activation, % at 7.58 µM | 0.37% of 260,000 active | HUVEC E-selectin immunofluorescence imaging; normalized: neutral wells 0, TNF-alpha wells 100;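 active = mean E-selectin-positive cell signal at least 10% of the positive control, reached in at least 60% of replicates, without over 20% cell loss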;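 note: in these data hits start at about 27%; measured in HUVEC primary endothelial cells; signal is the percent of cells scored E-selectin positive by PE staining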
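Assay system: HUVEC, human umbilical vein endothelial cells / Amount: 3,000 HUVEC/well / Controls: TNF-alpha positive control, DMSO neutral control / Compound dosing: single concentration / Medium: EGM-2 over gelatin coat / Evaluation: percent E-selectin-positive cells / Signal: immunofluorescence imaging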
esBAF inh – inhibitors of esBAF chromatin remodeling in mouse ES cells; 2% of 350,000 active; Bmi1-luciferase knock-in reporter, 24 h; 100% = twice the neutral-well signal; reporter increase, % at 12.5 µM; AID 602393; in the data active = activation above about 40%;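 note: 0% = median of the plate's neutral control wells and 100% = double that signal; a rise in the Bmi1 reporter signal indicates esBAF inhibition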
Starred values were filed as active, the others as inactive; · = not tested or not shown.

SMILES | RAD52 inh | ARNT-TACC3 inh | CASP6 VEID inh | PglD inh | ERp5 block | RAD54 branch | E-sel inducer | esBAF inh
CCC(CC)C(C(=O)NCc1ccccc1)N1CCN(c2cccc(C)c2C)CC1 (stereo not given) | 1 | · | -2 | · | -2 | · | 0.6 | ·
Cc1cccc(C)c1NC(=O)CNC(=O)C(C)N(C)CC(=O)Nc1ccc(F)cc1 (stereo not given) | 3 | 2 | 4 | 4 | 0 | 0 | 1.1 | 6
C/C=C/c1cnc2c(c1)C(=O)N([C@@H](C)CO)C[C@@H](C)[C@H](CN(C)C(=O)Nc1ccc(C(F)(F)F)cc1)O2 | -3 | -8 | -3 | -4 | 3 | -4 | 0.0 | 0
Cc1ccc(S(=O)(=O)N2CCC(C(=O)NNC(=O)c3ccccc3O)CC2)cc1C | 2 | 0 | 5 | · | 3 | · | · | ·
CCc1ccc(-c2cc(C(=O)N/N=C/c3ccccn3)[nH]n2)cc1 | -5 | 12 | 0 | · | -6 | · | · | ·
O=C(CSc1ncc(-c2ccc(F)cc2)n1Cc1ccco1)Nc1ccc2c(c1)OCO2 | · | 16 | · | -1 | · | -6 | · | 4
COc1ccc(OC)c(/C=N/NC(=O)C(=O)N2CCCCCC2)c1 | -4 | 1 | -1 | 6 | 9 | -2 | 0.0 | 0
O=C(O)c1ccccc1NC(c1ccccc1)c1ccc(Cl)cc1 (stereo not given) | -2 | 5 | 7 | · | 0 | · | 0.2 | -6
Cc1ccc(S(=O)(=O)Nc2ccc3c(c2)C(=O)N([C@@H](C)CO)C[C@H](C)[C@@H](CN(C)S(C)(=O)=O)OCCCC[C@H](C)O3)cc1 | 14 | -8 | -2 | 0 | -3 | 5 | -0.1 | 4
Cc1cc(-c2nnc(SCCC(=O)Nc3ccccc3)o2)no1 | -22 | -9 | -2 | -1 | -7 | -12 | 0.2 | -1
O=C(CSc1cccc(C(F)(F)F)c1)Nc1nnc(C2CC2)s1 | 1 | -25 | -1 | 3 | -6 | -4 | 0.3 | 6
Cc1ccc(NC(=O)c2ccc(Cl)nc2)cc1 | -27 | 0 | -1 | · | 4 | · | 7.4 | ·
Cc1noc(C)c1NC(=O)N(C)C[C@H]1Oc2c(NS(C)(=O)=O)cccc2C(=O)N([C@@H](C)CO)C[C@@H]1C | 14 | · | -3 | 0 | 2 | -1 | -1.9 | 2
CC(C)(C)[C@H]1C=C(C(=O)NCc2nc3ccccc3[nH]2)O[C@@H](OCCCCO)C1 | -28 | 0 | 2 | -2 | 1 | 0 | -0.1 | 4
O=C(NCc1cccnc1)Nc1ccc(Cl)cc1Cl | 0 | -1 | 0 | 1 | 5 | 0 | -1.5 | -5
COc1ccccc1-c1cnc(C(O)c2ccc(C)cc2)[nH]1 (stereo not given) | -9 | · | 2 | 3 | -7 | 10 | 0.0 | 55*
COc1ccc(C[C@H]2CCn3cc(nn3)COC[C@H](c3ccccc3)NC2=O)cc1 | 14 | · | -3 | · | 0 | · | 0.3 | ·
COc1cccc(C(=O)N2CCN(C(=O)C3COc4ccccc4O3)CC2)c1 (stereo not given) | 9 | -7 | 3 | -6 | 3 | -9 | · | 1
CC1(C(=O)NS(=O)(=O)c2cccc(F)c2)CCN1C(=O)C1(c2ccc(Cl)cc2)CCC1 (stereo not given) | -14 | · | -2 | 0 | 0 | 5 | -0.2 | -1
C[C@H]1CN([C@@H](C)CO)C(=O)c2ccccc2-c2ccccc2CO[C@H]1CN(C)S(=O)(=O)c1cccs1 | 9 | 0 | 0 | 3 | 2 | 5 | 0.8 | -1
COC(=O)C(CCSC)NC(=O)/C=C/c1ccc(OC)cc1 (stereo not given) | 5 | -1 | 1 | · | 0 | · | 1.3 | ·
C=CCn1c2ccccc2c2nnc(SCCN3CCOCC3)nc21 | 1 | -11 | 1 | -3 | -3 | 7 | 0.2 | 7
COc1ccc(C(=O)N(C)Cc2ccc(OC)c(OC)c2OC)cc1S(=O)(=O)N1CCOCC1 | -13 | 4 | -1 | 2 | -4 | 5 | -0.3 | -3
CC(=O)c1ccc(NC(=O)c2noc3c2CCCCC3)cc1 | · | -3 | · | 0 | · | -4 | · | -2
COc1ccc(C(=O)N(C)C2CCCCC2)cc1OC1CCN(C(C)C)CC1 | -8 | -3 | 6 | 0 | 5 | 2 | -0.3 | 2

(cont.)
SMILES | RAD52 inh | ARNT-TACC3 inh | CASP6 VEID inh | PglD inh | ERp5 block | RAD54 branch | E-sel inducer | esBAF inh
O=C(Nc1ccccc1)N1CC(=O)N2[C@H](CO)[C@H](c3ccc(C#Cc4cccnc4)cc3)[C@@H]2C1 | -17 | · | 0 | · | 10 | · | 0.2 | ·
Cc1ccc(S(=O)(=O)NN)c(C)c1N1CCCC1=O | -10 | -3 | 2 | 0 | 2 | 8 | 0.4 | ·
O=C(NCc1ccccc1)c1ccc2c(=O)n(CC3CCCO3)c(=S)[nH]c2c1 (stereo not given) | · | -7 | · | 1 | · | 4 | · | 4
O=C(CSCc1ccccc1)N=Nc1c(O)[nH]c2ccccc12 | -3 | 0 | 1 | -7 | -5 | -3 | -0.1 | ·
Cn1nnnc1SCc1ccc(C(=O)Nc2ccc(Br)cc2)cc1 | · | -6 | · | 9 | · | 6 | · | 72*
C[C@@H]1CN([C@@H](C)CO)C(=O)c2cc(C#CC3CC3)cnc2O[C@@H]1CN(C)Cc1ccccc1C(=O)O | -12 | 10 | 2 | -1 | 0 | 8 | -0.2 | -3
C[C@H](CO)N1C[C@H](C)[C@H](CN(C)C(=O)NC2CCCCC2)OCCCC[C@H](C)Oc2ccc(NC(=O)Cc3ccccc3)cc2C1=O | 1 | 5 | 1 | -2 | -1 | -1 | 0.3 | 12
O=C(NC(=S)Nc1ccc(Cl)cc1Cl)C1CC1 | 9 | -1 | 0 | -3 | 3 | 7 | -1.6 | ·
CC(C)c1ccc(OCC(=O)NC(Cc2c[nH]c3ccccc23)C(=O)O)cc1 (stereo not given) | -26 | -9 | 0 | 3 | 2 | 7 | · | 0
CC1Cc2ccccc2N1C(=O)c1ccc2nccnc2c1 (stereo not given) | -23 | · | 1 | 0 | 2 | 15 | 0.5 | -13
N#Cc1ccc(N2CCN(C(=O)c3cccs3)CC2)c(F)c1 | -10 | -10 | -1 | -1 | 4 | 0 | · | 8
Nc1cc(S(=O)(=O)N2CCCCC2)ccc1Oc1ccc(Cl)cc1 | -14 | -8 | -17 | · | 1 | · | · | ·
CC(=O)c1c(C)[nH]c(C(=O)Nc2nc(-c3ccccc3)c(C)s2)c1C | · | -2 | · | 0 | · | 8 | -0.1 | ·
Cc1cccc(CCNC(=O)C2CCN(S(=O)(=O)N3CCOCC3)CC2)c1 | -3 | -6 | -5 | 2 | 4 | 5 | 1.1 | -2
Cc1ccc(NC(=S)N2CCN(C(=O)c3ccccc3)CC2)c(C)c1 | -7 | 0 | 1 | · | 4 | · | 2.5 | ·
O=C(Cn1cnc2c(cnn2-c2ccccc2)c1=O)Nc1ccc(S(=O)(=O)N2CCOCC2)cc1 | · | -6 | · | 13 | · | 2 | · | 1
Cc1ccc(-c2cnc3c(c2)C(=O)N([C@H](C)CO)C[C@H](C)[C@H](CN(C)CC2CCCC2)O3)cc1 | -6 | -3 | 3 | -1 | 4 | 0 | -0.2 | 0
COc1ccc(C(=O)NC2CC3CCCC(C2)N3CC(C)C)cc1OC (stereo not given) | · | -2 | · | -4 | · | -26 | · | 14
Cc1nc2c(Cl)cccc2[nH]1 | · | 4 | · | 3 | · | -5 | · | -10
CC(=O)Nc1ccc(C(=O)COC(=O)C2CC2C)c(F)c1 (stereo not given) | 0 | -1 | 4 | -3 | 1 | 8 | 0.4 | 13
C[C@@H]1CN([C@H](C)CO)C(=O)c2cccc(NC(=O)c3ccc(-c4nccs4)cc3)c2O[C@@H]1CN(C)C(=O)Nc1cccc2ccccc12 | -3 | · | -2 | 0 | 3 | -3 | · | -4
Cc1noc(C)c1NC(=O)Nc1ccc2c(c1)C(=O)N([C@H](C)CO)C[C@@H](C)[C@H](CN(C)CC1CC1)OCCCC[C@@H](C)O2 | -3 | 1 | -1 | 8 | 0 | -1 | 0.7 | -2
Cc1csc(-c2cnn(-c3ccccc3)c2NC(=O)c2ccccc2)n1 | · | 1 | · | 2 | · | -18 | · | -8
CO[C@@H]1CN(C)C(=O)c2ccc(NC(=O)c3ccc(F)cc3)cc2OC[C@H](C)N(C(=O)c2ccc(F)cc2)C[C@H]1C | 18 | -13 | 0 | -1 | 6 | -7 | -0.3 | 0
C[C@@H]1CN([C@H](C)CO)C(=O)c2cc(NC(=O)c3ccncc3)ccc2O[C@@H]1CN(C)S(=O)(=O)c1cccs1 | -4 | -6 | -2 | -1 | 2 | -7 | 0.3 | 4

Arranged by heavy-atom count (largest number first): part of the list above
SMILES | RAD52 inh | ARNT-TACC3 inh | CASP6 VEID inh | PglD inh | ERp5 block | RAD54 branch | E-sel inducer | esBAF inh
N#Cc1ccc(N2CCN(C(=O)c3cccs3)CC2)c(F)c1 | -10 | -10 | -1 | -1 | 4 | 0 | · | 8
CC(=O)Nc1ccc(C(=O)COC(=O)C2CC2C)c(F)c1 (stereo not given) | 0 | -1 | 4 | -3 | 1 | 8 | 0.4 | 13
O=C(NC(=S)Nc1ccc(Cl)cc1Cl)C1CC1 | 9 | -1 | 0 | -3 | 3 | 7 | -1.6 | ·

(cont.)
SMILES | RAD52 inh | ARNT-TACC3 inh | CASP6 VEID inh | PglD inh | ERp5 block | RAD54 branch | E-sel inducer | esBAF inh
CC(Sc1nnc(NC2CCCCC2)s1)C(=O)Nc1ccc2c(c1)C(=O)c1ccccc1C2=O (stereo not given) | · | 1 | · | -8 | · | -5 | -0.1 | ·
CC[C@]12c3[nH]c4cc(CCC(=O)N(C)C)ccc4c3CCN1C(=O)[C@@H](CC(=O)NCCc1ccccn1)C[C@@H]2C(=O)N1CCN(C(=O)c2ccco2)CC1 | -15 | 8 | -35 | -1 | 8 | -10 | 0.5 | 15
CCOC(=O)c1c(N)sc(C(=O)N2CCOCC2)c1C | · | -6 | · | 5 | · | -7 | · | -5
CNS(=O)(=O)c1ccc(NC(=O)c2ccccn2)cc1 | -21 | 21 | 1 | · | 1 | · | -0.1 | ·
CC(C)NC(=O)N(C)C[C@H]1Oc2cc(C#CC3CC3)ccc2S(=O)(=O)N([C@@H](C)CO)C[C@@H]1C | -1 | 12 | -2 | -1 | -1 | -7 | 0.3 | -5
Nc1c(C(=O)NCc2ccccc2)nnn1Cc1ccccc1 | -5 | 3 | -2 | 2 | -1 | -13 | 0.2 | 9

2 of the compounds above, in markdown.
| canonical_smiles | RAD52 inh | ARNT-TACC3 inh | CASP6 VEID inh | PglD inh | ERp5 block | RAD54 branch | E-sel inducer | esBAF inh |
| --- | --- | --- | --- | --- | --- | --- | --- | --- |
| CC[C@]12c3[nH]c4cc(CCC(=O)N(C)C)ccc4c3CCN1C(=O)[C@@H](CC(=O)NCCc1ccccn1)C[C@@H]2C(=O)N1CCN(C(=O)c2ccco2)CC1 | -15 | 8 | -35 | -1 | 8 | -10 | 0.5 | 15 |
| CC(C)NC(=O)N(C)C[C@H]1Oc2cc(C#CC3CC3)ccc2S(=O)(=O)N([C@@H](C)CO)C[C@@H]1C | -1 | 12 | -2 | -1 | -1 | -7 | 0.3 | -5 |

Single records, from the list above.
CCOC(=O)c1c(N)sc(C(=O)N2CCOCC2)c1C in the list: RAD52 inh = ·; ARNT-TACC3 inh = -6; CASP6 VEID inh = ·; PglD inh = 5; ERp5 block = ·; RAD54 branch = -7; E-sel inducer = ·; esBAF inh = -5
CNS(=O)(=O)c1ccc(NC(=O)c2ccccn2)cc1 in the list: RAD52 inh = -21; ARNT-TACC3 inh = 21; CASP6 VEID inh = 1; PglD inh = ·; ERp5 block = 1; RAD54 branch = ·; E-sel inducer = -0.1; esBAF inh = ·
Nc1c(C(=O)NCc2ccccc2)nnn1Cc1ccccc1 in the list: RAD52 inh = -5; ARNT-TACC3 inh = 3; CASP6 VEID inh = -2; PglD inh = 2; ERp5 block = -1; RAD54 branch = -13; E-sel inducer = 0.2; esBAF inh = 9

The order is random; 3.2% or so of the library scored in one or more.
